# GC-A act: GC-A (human) enzyme activation; P16066; HEK293 GC-A cells, cGMP TR-FRET, EC30 ANP; 0% at EC30 ANP, 100% saturating ANP; activation, % at 10 µM; 370,000 compounds, 0.14% hits; in the data active = activation above about 40%
# ARFGAP1 inh: inhibitors of rat ARFGAP1; Arfgap1-stimulated ARF1 GTP hydrolysis, GDP FP detection; 360,000 compounds, 0.26% hits; inhibition, % at 16.5 µM;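 active = inhibition above a per-plate limit, mean inhibition of low control wells plus 3 SD, cut at about 25% in these data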;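 also: 0% = DMSO wells with enzyme and 100% = wells lacking Arfgap1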
# Target sequence (Q62848 1-136 limits assumed): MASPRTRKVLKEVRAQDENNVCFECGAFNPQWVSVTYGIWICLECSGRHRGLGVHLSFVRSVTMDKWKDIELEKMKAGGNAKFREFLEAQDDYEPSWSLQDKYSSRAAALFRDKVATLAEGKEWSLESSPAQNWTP
#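 System: truncated rat Arfgap1 GAP domain / Medium: HEPES-based buffer, pH 7.5 / Also added: N-terminally truncated human ARF1-GTP substrate / Incubation: enzyme reaction 120 min at 25 °C after 20 min preincubation / Measured by: FP of antibody-bound GDP Alexa 633 tracer, ex 620/em 688 nm / Replicates: singlicate, each compound tested once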
# ASAP1 GAP inh: inhibitors of human ASAP1 ArfGAP activity | Q9ULH1 | ASAP1-stimulated ARF1 GTP hydrolysis, GDP FP detection | inhibition, % at 16.5 µM | 360,000 compounds, 0.19% hits; in the data active = inhibition above about 25%;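 also: 0% = vehicle with enzyme and substrate and 100% = no enzyme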
# NPR2 activator: GC-B (human) receptor activation. P20594. HEK293-GC-B cells, CNP EC30, cGMP TR-FRET; 0% at EC30 CNP, 100% saturating CNP. activation, % at 10 µM. 370,000 compounds, 0.11% hits. AID 1920062;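 active = activation at 10 µM reaching about 35% in either raw or pattern-adjusted values, limit read from the data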
# PG9 Ab binder: small molecules binding HIV-1 gp120 antibody PG9; TR-FRET gp120-PG9 antibody binding; inhibition, % at 6.7 µM; 360,000 compounds, 0.43% hits; in the data active = inhibition above about 8.5%
# rCAG RNA binder: molecules binding r(CAG) RNA repeats; r(CAG) RNA repeat, TO-PRO-1 dye displacement fluorescence; inhibition, % at 3 µM; 370,000 compounds, 1.3% hits; AID 651821;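 active = inhibition above the plate cutoff, the mean of all test compounds on that plate plus 3 SD, cut at about 35% in these data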;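 also: 0% = DMSO alone and 100% = 100 µM mitoxantrone as full dye displacement; higher means more dye released from RNA so lower well fluorescence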
# mABHD4 FP: ABHD4 (mouse) inhibition, primary FP screen; Q8VD66; purified mABHD4, FP-Rh probe fluorescence polarization; inhibition, % at 8.92 µM; 370,000 compounds, 0.54% hits; AID 720543;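 active = inhibition exceeding the mean over every tested compound plus 3 SD, cut at about 30% in these data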;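 also: 0% = plate median of compound wells and 100% = S159A mutant with DMSO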
# Target sequence (Q8VD66 whole entry, looked up): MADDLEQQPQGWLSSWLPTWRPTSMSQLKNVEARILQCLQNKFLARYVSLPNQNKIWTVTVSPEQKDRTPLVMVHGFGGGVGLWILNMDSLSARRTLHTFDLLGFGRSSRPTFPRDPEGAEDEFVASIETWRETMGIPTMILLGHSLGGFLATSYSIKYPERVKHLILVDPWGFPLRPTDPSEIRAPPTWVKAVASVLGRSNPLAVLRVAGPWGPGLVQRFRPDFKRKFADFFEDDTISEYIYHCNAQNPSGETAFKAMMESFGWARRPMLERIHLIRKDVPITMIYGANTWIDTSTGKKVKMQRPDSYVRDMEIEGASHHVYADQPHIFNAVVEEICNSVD
#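 Assay system: mABHD4 protein; medium: HEPES pH 7.0, NaCl, Pluronic buffer; dosing: 8.92 µM, single dose; schedule: 45 min + 60 min at 25 °C; signal: FP readout, ex 525 nm / em 598 nm; read-out: normalized percent inhibition of probe labeling; repeats: single replicate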
# HTRA1 inhibitor: blocks human HTRA1 serine peptidase | Q92743 | recombinant HTRA1, FP-rhodamine activity-based probe, fluorescence polarization | inhibition, % at 5.96 µM | 340,000 compounds, 0.5% hits | AID 504803; in the data active = inhibition above about 36%;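 also: 0% = enzyme with DMSO and 100% = wells lacking enzyme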
# Target sequence (Q92743 whole entry, looked up): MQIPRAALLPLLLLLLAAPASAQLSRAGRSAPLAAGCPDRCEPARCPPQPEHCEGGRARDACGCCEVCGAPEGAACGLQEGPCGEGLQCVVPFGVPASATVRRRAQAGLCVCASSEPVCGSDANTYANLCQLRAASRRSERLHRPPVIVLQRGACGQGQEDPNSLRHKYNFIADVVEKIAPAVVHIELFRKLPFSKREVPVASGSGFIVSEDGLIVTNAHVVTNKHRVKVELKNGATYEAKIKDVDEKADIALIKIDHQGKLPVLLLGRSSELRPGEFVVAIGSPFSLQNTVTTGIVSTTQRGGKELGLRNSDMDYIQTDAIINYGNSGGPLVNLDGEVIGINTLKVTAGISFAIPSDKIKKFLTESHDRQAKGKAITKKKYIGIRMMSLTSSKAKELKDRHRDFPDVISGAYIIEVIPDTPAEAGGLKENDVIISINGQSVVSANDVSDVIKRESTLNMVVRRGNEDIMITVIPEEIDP
# SMARCA2 activ: SMARCA2 function activation, primary screen; 370,000 compounds, 1% hits; activation, % at 9.1 µM; MG213 cells, MMTV-luciferase reporter, dexamethasone, overnight; in the data active = activation above about 7.8%;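 also: 0% = vehicle wells and 100% = reference activator wells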
# Rev-erbA mod: modulators of human Rev-erb alpha DNA binding; P20393; activity, % at 10 µM; Rev-erbα–FITC-DNA binding, fluorescence polarization, 90 min; 370,000 compounds, 0.79% hits; AID 1259318;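 active = activity above about 14%, limit read from the data; passing the limit was not always enough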;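 also: 0% = DMSO wells with 35 nM protein and 100% = DMSO wells with 750 nM protein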
# Starred values were filed as active, the others as inactive; · = not tested or not shown.
1	Cc1cc(-c2ccc(C)c(S(=O)(=O)NCCc3ccco3)c2)on1
2	CC(=O)NC1(c2nnnn2CCOC(=O)Nc2ccc(Cl)cc2)CCCCC1
3	O=C(NCc1cccs1)[C@@H]1CSC2c3ccccc3C(=O)N21 (some centres undefined)
4	CC1CC(C)CN(S(=O)(=O)N2CCCC(C(=O)NCCCN3CCCCC3C)C2)C1 (centres undefined)
5	COc1ccc(CC(=O)NNC(=O)CSc2ccc(C)cc2)cc1
6	Cc1cc(C(=O)NCc2ccco2)c2cc(F)ccc2n1
7	CC(C)c1nc(SCC(=O)Nc2ccc3c(c2)OCCO3)n[nH]1
8	O=C(O)c1cn(-c2ccc(F)cc2)c2cc(Cl)c(F)cc2c1=O

compound no.	1	2	3	4	5	6	7	8
GC-A act	2.0	3.6	0.2	-0.4	-2.3	1.6	-4.1	-2.0
ARFGAP1 inh	9.2	4.5	-3.6	12.4	4.1	3.1	6.2	5.3
ASAP1 GAP inh	2.2	11.3	4.4	15.5	-10.2	3.4	1.6	-3.7
NPR2 activator	-2.7	5.9	-0.6	1.0	0.2	0.2	-1.7	-3.7
PG9 Ab binder	1.7	1.4	0.6	-1.5	-0.1	1.9	0.2	-0.3
rCAG RNA binder	6.1	-0.3	7.1	-5.9	-2.2	3.4	1.5	0.0
mABHD4 FP	-12.5	-5.2	-10.3	3.2	3.1	-2.6	-3.1	-2.8
HTRA1 inhibitor	-9.0	-1.2	-4.1	2.0	6.0	-2.0	-1.3	-1.5
SMARCA2 activ	-2.0	0.6	2.1	-0.5	-1.3	-1.9	-1.7	-1.1
Rev-erbA mod	1.5	-5.6	-1.6	-3.0	1.4	-1.1	-7.7	-0.2

9	CCOc1ccc(CCN2C(=O)C(=O)N([C@@H](CC(C)C)CN3CCC[C@H]3CN3C(=O)C(=O)NC[C@@H]3Cc3ccccc3)C[C@@H]2Cc2ccc(O)cc2)cc1
10	Cc1c(NS(=O)(=O)c2cccc(C(=O)NCc3ccco3)c2)c(=O)n(-c2ccccc2)n1C
11	CCCCn1c(SCc2c(C)noc2C)nc2cc(S(N)(=O)=O)ccc21
12	C#CCNC(=O)C[C@H]1C[C@@]2(C(=O)OC)C(=C[C@H](COCc3ccccc3)O[C@@H]2C)N(CCCCCCCC)C1=O
13	O=C(N/N=C/c1ccccn1)c1cccc(S(=O)(=O)Nc2ccccc2Cl)c1
14	CCOc1ccc(S(=O)(=O)N(CC(=O)N/N=C/c2cccs2)c2ccc(C)cc2)cc1
15	Cc1ccccc1OCC(=O)OCC(=O)NCCNC(=O)COC(=O)COc1ccccc1C
16	CCc1cc2c(N3CCCCC3)ncnc2s1

compound no.	9	10	11	12	13	14	15	16
GC-A act	3.9	1.3	-3.9	0.1	-4.1	-1.3	4.5	2.0
ARFGAP1 inh	6.8	-4.7	3.8	·	16.1	3.6	2.7	-10.9
ASAP1 GAP inh	7.2	-0.4	14.9	·	0.9	1.6	-3.5	2.8
NPR2 activator	6.9	-0.2	-2.9	-0.8	0.6	1.6	-0.5	-1.7
PG9 Ab binder	2.0	-1.8	0.6	·	-0.9	1.7	-1.4	-0.3
rCAG RNA binder	7.8	9.8	1.6	4.2	24.3	12.3	-5.7	-4.9
mABHD4 FP	1.9	10.4	1.5	-6.5	-10.3	-40.9	2.3	5.5
HTRA1 inhibitor	·	5.4	-1.0	·	5.4	-50.4	5.7	-3.4
SMARCA2 activ	-4.8	-2.0	-1.1	-3.5	-2.6	-3.0	4.2	-1.2
Rev-erbA mod	3.2	-19.4	-3.3	4.6	2.1	5.4	-4.5	-3.6

17	CCN(CC)C(=O)CSc1nc(C)cc(C)c1C#N
18	CCc1cccc(NC(=O)CCC(=O)O)c1
19	Cc1ccc(F)cc1NC(=O)CSc1ncccn1
20	COc1ccc(C(=O)N2CCN=C2c2ccccc2)cc1OC
21	O=C(OCc1cn(Cc2cccc(F)c2)nn1)N1CCCCC1
22	Cc1nn(CCCC(=O)NCCc2ccccc2)c(=O)c2nn(-c3ccccc3)c(C)c12
23	CC1=NN(c2ccccc2)C(=O)/C1=C\N1CC(C)OC(C)C1 (centres undefined)
24	COc1ccc(CCNC(=O)CNS(=O)(=O)c2ccc(Br)cc2)cc1

compound no.	17	18	19	20	21	22	23	24
GC-A act	2.4	2.4	8.5	0.8	1.8	-4.8	3.0	2.1
ARFGAP1 inh	-1.1	6.7	1.2	7.2	·	-15.1	4.3	10.8
ASAP1 GAP inh	5.9	-0.6	6.3	-2.5	·	6.1	4.3	-6.0
NPR2 activator	0.1	0.7	1.1	1.9	7.3	-8.3	4.2	-4.0
PG9 Ab binder	-0.7	-1.2	-0.6	1.2	·	-1.8	-0.1	1.9
rCAG RNA binder	-0.1	2.4	-0.4	-5.9	2.4	-6.8	1.6	-5.0
mABHD4 FP	5.5	-3.0	-13.9	1.8	-0.4	-5.2	-2.3	6.8
HTRA1 inhibitor	7.0	-3.3	-6.8	-4.0	·	0.6	2.6	2.3
SMARCA2 activ	-1.2	1.0	-2.6	3.5	-0.8	0.0	0.9	-3.5
Rev-erbA mod	2.0	-3.0	-3.8	-2.2	4.1	1.0	10.9	-3.9

25	Cc1cc(C)n(-c2ccc(C(=O)Nc3ccc4c(c3)OCCO4)cc2)n1
26	CCCCN(C)C(=O)CN1C(=O)C2CCCCN2C(=O)c2ccccc21 (centres undefined)
27	O=C1OCCN1c1c(-c2ccccc2)c(N2CCOCC2)nc2ccccc12
28	O=C(COc1ccccc1Cl)Nc1nnc(S(=O)(=O)N2CCCC2)s1
29	COc1cc(OC)cc(C(=O)Nc2ccc(S(=O)(=O)Nc3ncccn3)cc2)c1
30	COc1cccc(OC)c1/C=C/C(=O)NC1CCCCC1
31	CN(C)CCNC(=O)C(c1ccccc1)c1ccccc1
32	NS(=O)(=O)c1ccc(NC(=O)c2cc(Cl)ccc2Cl)cc1

compound no.	25	26	27	28	29	30	31	32
GC-A act	7.0	-0.2	-1.7	0.0	-4.4	-4.1	-2.5	-0.9
ARFGAP1 inh	3.4	·	-2.2	-8.6	-3.3	-12.6	4.0	5.3
ASAP1 GAP inh	2.4	·	-3.6	-0.5	7.1	1.2	-8.1	3.5
NPR2 activator	-4.7	-7.9	10.5	0.3	-4.8	0.1	-7.3	5.9
PG9 Ab binder	-0.9	·	0.7	3.5	-0.2	-0.1	0.3	-0.6
rCAG RNA binder	0.5	3.6	-7.1	23.8	5.2	-4.7	-1.4	0.5
mABHD4 FP	1.1	-2.9	6.0	-13.9	-11.5	-13.0	4.8	-6.7
HTRA1 inhibitor	-5.6	·	-8.4	-0.3	1.7	0.5	-0.3	-5.5
SMARCA2 activ	1.2	-2.5	3.1	0.5	0.0	-2.0	-1.6	-0.6
Rev-erbA mod	2.6	-0.9	0.0	-0.8	1.2	4.7	-2.9	-3.5

# Whole records from above. Order of screens: GC-A act | ARFGAP1 inh | ASAP1 GAP inh | NPR2 activator | PG9 Ab binder | rCAG RNA binder | mABHD4 FP | HTRA1 inhibitor | SMARCA2 activ | Rev-erbA mod
# Results for COc1cc(OC)cc(C(=O)Nc2ccc(S(=O)(=O)Nc3ncccn3)cc2)c1 : -4.4 | -3.3 | 7.1 | -4.8 | -0.2 | 5.2 | -11.5 | 1.7 | 0.0 | 1.2
# Results for CN(C)CCNC(=O)C(c1ccccc1)c1ccccc1 : -2.5 | 4.0 | -8.1 | -7.3 | 0.3 | -1.4 | 4.8 | -0.3 | -1.6 | -2.9
# Results for CCCCN(C)C(=O)CN1C(=O)C2CCCCN2C(=O)c2ccccc21 (centres undefined) : -0.2 | · | · | -7.9 | · | 3.6 | -2.9 | · | -2.5 | -0.9

# Other results.
33	Cc1nn(-c2ccccc2)c(C)c1C(=O)NCc1ccc(S(N)(=O)=O)cc1
34	Cc1ccc2nc(NC(=O)c3ccc(Cl)s3)sc2c1
35	CCC(C)OC(=O)C1=C(C)NC(=O)NC1c1ccc(F)cc1 (centres undefined)
36	N#C/C(C(=O)c1ccccc1)=C1/CCCCCN1
37	C=CC[C@@H](CC(=O)N(CCO)Cc1ccccc1)C(=O)NCCOC(=O)[C@@H](CC=C)Cc1ccc(F)cc1
38	Cc1ccc(N2C(=O)Nc3ccc(Br)cc3C2(O)C(=O)NCCCN(C)C)cc1C (centres undefined)
39	CSc1ccccc1NC(=O)COc1ccc(Cl)cc1Cl
40	COc1cccc(C(O)c2ncc(-c3ccc4ccccc4c3)[nH]2)c1 (centres undefined)

compound no.	33	34	35	36	37	38	39	40
GC-A act	0.4	-6.7	-1.2	-4.6	-5.1	2.3	2.6	-2.0
ARFGAP1 inh	-8.9	0.1	4.9	3.0	4.1	-1.7	-4.9	-4.8
ASAP1 GAP inh	-4.2	-0.7	-2.1	5.9	0.4	-7.5	-2.8	-10.6
NPR2 activator	-0.7	-10.0	-11.4	-0.9	-6.5	-2.3	-0.6	-4.4
PG9 Ab binder	-1.8	0.5	-2.1	0.1	-0.8	2.0	0.5	-1.1
rCAG RNA binder	2.6	0.3	-4.5	0.7	-4.1	2.0	1.8	4.9
mABHD4 FP	-0.6	3.1	-6.1	2.8	-4.3	-5.2	-7.3	-8.5
HTRA1 inhibitor	8.1	-13.0	-0.9	-0.6	1.4	4.4	-9.9	·
SMARCA2 activ	-2.3	2.3	-2.8	1.4	-1.9	-0.1	-0.2	-3.3
Rev-erbA mod	-3.0	0.1	2.3	8.2	-0.6	-3.4	0.6	-2.0

41	Cc1ccc(SCC(=O)Nc2ccc(-c3nc4ccccc4[nH]3)cc2)cc1
42	Cc1ccc(-c2ccc(NC(=O)C3C4C=CC(C4)C3C(=O)O)cc2)o1 (centres undefined)
43	CC(C)N(Cc1ccccc1)C(=O)C1CCN(c2ncnc3c2nc2n3CCCCC2)CC1
44	Cc1nccn1CCCNC(=O)CC1C(=O)NCCN1Cc1ccc(Cl)c(F)c1 (centres undefined)
45	COCCCNC(=O)C[C@H]1C[C@@]2(C(=O)OC)C(=C[C@H](COCc3ccccc3)O[C@@H]2C)N(Cc2ccccc2)C1=O
46	O=[N+]([O-])c1cccc(/C=N/Nc2nnc(-c3ccccc3)c(-c3ccccc3)n2)c1
47	COc1cc(/C=C2\SC(=S)N(NS(=O)(=O)c3ccccc3)C2=O)ccc1O

compound no.	41	42	43	44	45	46	47
GC-A act	-8.3	1.7	0.7	2.9	3.8	3.1	-6.3
ARFGAP1 inh	17.6	-4.3	1.7	-5.6	·	8.9	-9.9
ASAP1 GAP inh	-5.1	-6.8	-1.9	-9.1	·	5.9	6.3
NPR2 activator	-12.4	3.6	-0.7	5.3	-2.3	1.4	-5.4
PG9 Ab binder	-1.1	-1.8	-0.7	-1.4	·	-1.9	-5.5
rCAG RNA binder	1.3	-2.1	-7.3	-2.6	-0.3	5.6	18.8
mABHD4 FP	2.5	0.2	-1.0	5.3	6.6	-6.8	-141.6
HTRA1 inhibitor	4.4	5.8	-8.3	2.4	·	13.5	-115.3
SMARCA2 activ	-1.5	2.1	-1.0	-2.9	3.7	-5.7	-6.5
Rev-erbA mod	2.4	-3.9	-3.1	-1.8	3.4	0.5	9.8

# Screening data deposited in PubChem by several laboratories.
